Assay outcomes from PubChem.
TRPV1 agonist: human TRPV1 agonism. Q8NER1. TRPV1-expressing cells, Fluo-8 calcium influx, agonist mode. activation, % at 8.33 µM. 320,000 tested, 0.19% active. AID 540275; in the data active = activation above about 80%; inconclusive = between about 30% and that limit; also: 0% is about no effect
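Cells expressing TRPV1 were dye-loaded with Fluo-8 and read kinetically: 10 s baseline, 3 min after compound (agonist portion), then 2 min after EC20 capsaicin (allosteric enhancer portion). Calcium-bound dye fluorescence at 480/520 nm.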
Giardia killer: Giardia lamblia killing; Giardia lamblia trophozoite viability; AID 540267; 340,000 tested, 0.15% active; activity change, % at 7.66 µM, hits read low; in the data active = activity change below about -80%; inconclusive = between about -30% and that limit;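 also: parasites exposed to compound for two days anaerobically before the ATP read; % is scaled to controls: 0 for no effect and ±100 for the full control effect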
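ATP-content bioluminescence gauges trophozoite survival. Cells (100/well) receive compound and incubate anaerobically for 48 hrs at 37 deg C; detection reagent follows for 15-30 min at room temperature.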
Menin MLL FP TR: displaces Texas Red mutant MLL peptide from human menin. O00255. Menin + Texas Red MLL mutant peptide, fluorescence polarization. Potency, µM (doses to about 61.6 µM), for the others: at the top dose FP activity change, negative = inhibition, usual class: inhibitors. 270,000 tested, 0.23% active. AID 1768; active = well fitted inhibition curve with a large enough effect in the polarisation, with a control signal flat, not every such curve was filed as active; inconclusive = small, poorly fitted or top-dose-only effect, or effect the other way, or a change in a side signal; inactive = no such curve, though single readings can be large or run the other way; the % refers to the polarisation; also: potency is read from the fitted curve at half-maximal effect; % of control where 0% means no effect; many of its hits are not listed in these tables
CXXC DNA block: inhibitors of human MLL CXXC domain-DNA interaction | MLL-CXXC / FITC-HOXA9 DNA fluorescence polarization | Potency, µM (highest dose often 115 µM), for the others: at the top dose activity change, negative = inhibition, hits mostly inhibitors | Q03164 | 290,000 tested, 0.037% active | AID 2662; active = well fitted inhibition curve with a large enough effect in the polarisation, with a control signal flat, not every such curve was filed as active; inconclusive = small, poorly fitted or top-dose-only effect, or effect the other way, or a change in a side signal; inactive = no such curve, though single readings can be large or run the other way; the % refers to the polarisation; also: potency is read from the fitted curve at half-maximal effect
Target sequence (Q03164 whole entry, looked up, the tested form may be a part): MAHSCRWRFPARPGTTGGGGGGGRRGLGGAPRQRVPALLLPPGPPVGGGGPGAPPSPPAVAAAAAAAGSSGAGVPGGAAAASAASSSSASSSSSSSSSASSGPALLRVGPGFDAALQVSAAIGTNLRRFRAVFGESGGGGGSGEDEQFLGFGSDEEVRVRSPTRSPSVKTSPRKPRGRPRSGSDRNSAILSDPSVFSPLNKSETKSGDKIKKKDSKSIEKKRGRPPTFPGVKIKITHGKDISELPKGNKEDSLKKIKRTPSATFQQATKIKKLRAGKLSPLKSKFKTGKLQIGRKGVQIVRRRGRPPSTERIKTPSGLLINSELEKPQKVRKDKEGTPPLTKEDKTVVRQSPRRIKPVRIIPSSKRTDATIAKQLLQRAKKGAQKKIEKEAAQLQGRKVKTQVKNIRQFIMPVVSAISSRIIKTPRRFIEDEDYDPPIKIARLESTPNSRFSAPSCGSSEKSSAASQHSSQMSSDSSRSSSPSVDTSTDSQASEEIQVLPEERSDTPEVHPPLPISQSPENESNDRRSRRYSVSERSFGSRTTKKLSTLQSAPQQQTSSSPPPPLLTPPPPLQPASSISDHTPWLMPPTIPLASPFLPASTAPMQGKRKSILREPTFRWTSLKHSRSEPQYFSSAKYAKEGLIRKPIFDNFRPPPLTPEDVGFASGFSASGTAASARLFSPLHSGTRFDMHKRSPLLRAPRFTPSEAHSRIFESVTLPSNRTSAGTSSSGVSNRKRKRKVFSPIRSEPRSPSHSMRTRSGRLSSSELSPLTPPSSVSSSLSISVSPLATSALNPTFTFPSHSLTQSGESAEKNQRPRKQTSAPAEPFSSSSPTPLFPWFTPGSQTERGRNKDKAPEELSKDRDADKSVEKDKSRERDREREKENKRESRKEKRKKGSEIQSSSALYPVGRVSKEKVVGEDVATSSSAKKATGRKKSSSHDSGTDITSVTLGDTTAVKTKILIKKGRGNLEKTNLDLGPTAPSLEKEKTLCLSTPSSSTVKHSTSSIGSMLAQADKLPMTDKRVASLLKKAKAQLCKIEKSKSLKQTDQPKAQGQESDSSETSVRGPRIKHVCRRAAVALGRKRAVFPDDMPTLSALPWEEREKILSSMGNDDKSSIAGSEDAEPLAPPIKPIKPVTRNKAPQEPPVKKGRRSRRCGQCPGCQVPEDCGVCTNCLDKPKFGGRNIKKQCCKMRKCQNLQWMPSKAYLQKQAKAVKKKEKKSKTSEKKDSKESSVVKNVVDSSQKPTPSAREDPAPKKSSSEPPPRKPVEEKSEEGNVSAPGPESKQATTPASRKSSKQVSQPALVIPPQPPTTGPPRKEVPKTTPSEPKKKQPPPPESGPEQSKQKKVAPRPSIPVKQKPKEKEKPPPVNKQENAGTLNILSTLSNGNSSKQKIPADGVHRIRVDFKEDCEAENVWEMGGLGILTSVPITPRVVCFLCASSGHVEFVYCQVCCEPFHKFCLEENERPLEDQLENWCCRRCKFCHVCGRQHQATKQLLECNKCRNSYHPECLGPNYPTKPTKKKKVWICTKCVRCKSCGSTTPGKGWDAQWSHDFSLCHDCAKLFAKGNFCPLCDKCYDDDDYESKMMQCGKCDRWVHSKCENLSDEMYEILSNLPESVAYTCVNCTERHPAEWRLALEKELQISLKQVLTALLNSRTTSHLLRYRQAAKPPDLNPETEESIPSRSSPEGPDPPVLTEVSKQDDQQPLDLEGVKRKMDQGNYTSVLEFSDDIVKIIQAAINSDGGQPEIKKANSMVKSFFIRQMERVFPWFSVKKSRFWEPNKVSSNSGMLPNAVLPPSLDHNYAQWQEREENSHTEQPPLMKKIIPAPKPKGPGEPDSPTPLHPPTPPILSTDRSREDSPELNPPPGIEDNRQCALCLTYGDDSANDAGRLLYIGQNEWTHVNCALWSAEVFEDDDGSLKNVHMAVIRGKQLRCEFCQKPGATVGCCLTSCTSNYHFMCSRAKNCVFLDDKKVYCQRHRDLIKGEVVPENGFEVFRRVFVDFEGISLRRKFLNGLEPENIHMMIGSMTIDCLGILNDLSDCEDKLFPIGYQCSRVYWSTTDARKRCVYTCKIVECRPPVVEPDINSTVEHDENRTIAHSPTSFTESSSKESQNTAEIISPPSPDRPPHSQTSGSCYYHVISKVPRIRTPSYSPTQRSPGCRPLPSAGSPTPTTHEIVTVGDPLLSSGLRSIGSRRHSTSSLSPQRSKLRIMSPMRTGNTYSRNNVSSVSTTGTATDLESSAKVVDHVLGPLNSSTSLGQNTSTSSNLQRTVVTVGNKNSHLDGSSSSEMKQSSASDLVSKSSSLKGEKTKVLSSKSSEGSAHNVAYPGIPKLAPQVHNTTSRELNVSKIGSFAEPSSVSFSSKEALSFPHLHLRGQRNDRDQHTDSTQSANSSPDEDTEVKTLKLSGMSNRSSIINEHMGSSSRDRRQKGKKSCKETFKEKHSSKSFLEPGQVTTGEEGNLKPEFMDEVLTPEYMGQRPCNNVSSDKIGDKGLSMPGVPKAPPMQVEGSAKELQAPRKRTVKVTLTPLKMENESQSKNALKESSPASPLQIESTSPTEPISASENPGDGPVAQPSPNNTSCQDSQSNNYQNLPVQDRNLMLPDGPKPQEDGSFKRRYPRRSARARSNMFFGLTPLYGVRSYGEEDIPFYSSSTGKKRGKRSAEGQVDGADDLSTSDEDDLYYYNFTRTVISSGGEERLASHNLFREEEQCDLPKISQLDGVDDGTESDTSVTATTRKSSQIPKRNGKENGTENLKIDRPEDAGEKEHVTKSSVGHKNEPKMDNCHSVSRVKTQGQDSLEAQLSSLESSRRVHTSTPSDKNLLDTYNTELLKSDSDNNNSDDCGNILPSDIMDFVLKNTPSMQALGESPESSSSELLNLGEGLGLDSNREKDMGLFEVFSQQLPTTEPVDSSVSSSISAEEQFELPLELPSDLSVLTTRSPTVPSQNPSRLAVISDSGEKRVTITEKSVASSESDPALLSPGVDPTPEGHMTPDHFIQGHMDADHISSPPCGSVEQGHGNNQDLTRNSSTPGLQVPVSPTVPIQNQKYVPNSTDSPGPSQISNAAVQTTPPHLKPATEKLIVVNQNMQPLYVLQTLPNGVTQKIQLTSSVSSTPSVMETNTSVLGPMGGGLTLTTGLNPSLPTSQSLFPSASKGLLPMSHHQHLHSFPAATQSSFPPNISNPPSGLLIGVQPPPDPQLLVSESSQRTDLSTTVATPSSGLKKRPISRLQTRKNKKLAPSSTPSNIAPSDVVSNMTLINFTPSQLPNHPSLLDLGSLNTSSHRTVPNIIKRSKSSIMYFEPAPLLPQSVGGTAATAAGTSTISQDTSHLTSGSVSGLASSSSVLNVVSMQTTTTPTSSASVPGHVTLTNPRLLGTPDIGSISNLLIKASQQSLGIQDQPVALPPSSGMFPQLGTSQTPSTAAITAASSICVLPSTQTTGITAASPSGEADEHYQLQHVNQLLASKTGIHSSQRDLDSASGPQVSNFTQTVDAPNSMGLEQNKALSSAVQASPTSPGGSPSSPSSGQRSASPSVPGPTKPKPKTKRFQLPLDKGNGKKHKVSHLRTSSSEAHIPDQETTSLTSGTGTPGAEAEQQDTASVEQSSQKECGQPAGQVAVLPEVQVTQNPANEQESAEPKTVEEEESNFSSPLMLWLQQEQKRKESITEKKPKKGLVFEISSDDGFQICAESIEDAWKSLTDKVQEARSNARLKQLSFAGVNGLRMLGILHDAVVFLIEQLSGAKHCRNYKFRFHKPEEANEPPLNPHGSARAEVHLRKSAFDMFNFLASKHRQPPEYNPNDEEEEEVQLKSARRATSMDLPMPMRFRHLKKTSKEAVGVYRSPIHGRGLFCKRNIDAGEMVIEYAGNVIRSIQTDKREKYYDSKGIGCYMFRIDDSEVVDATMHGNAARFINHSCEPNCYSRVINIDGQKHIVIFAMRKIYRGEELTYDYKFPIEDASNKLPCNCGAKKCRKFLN
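Steps: dispense CXXC domain solution (7 uM) → pin compounds or unlabeled HOX-A9 DNA control → 5 min ambient → add FLSN-HOX-A9 solution (50 nM) → spin → 30 min ambient → fluorescence polarization. Tris pH 7.5/NaCl/DTT/BSA buffer.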
USP2a block: USP2a (human) protease inhibition; 330,000 tested, 0.01% active; Potency, µM (titrated, usually from 38.3 µM), without a hit: at the highest dose activity change, negative = inhibition, actives largely listed as inhibitors; O75604; AID 463254; USP2 core, Ub-CHOP2 coupled fluorogenic reporter, 485/531;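 also: potency is read from the fitted curve at half-maximal effect; plate controls were DMSO wells for no effect and full inhibition by NEM control for full effect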
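USP2 core (10nM final) preincubated 30min RT with compound in 20mM Tris-HCl pH 8.0, 2mM CaCl2, 2mM beta-mercaptoethanol, 0.05% CHAPS; 25nM Ub-CHOP2 plus 25nM reporter substrate added, fluorescence (Ex485/Em531) read after 60min.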
KCNH2 3.1 inh: inhibitors of human KCNH2 3.1 potassium channel isoform | U2OS KCNH2 3.1, thallium flux FluxOr; active compounds read low | activity change, % (tested at about 1.8 µM) | 340,000 tested, 0.95% active | AID 720553;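 active = maximum activity change below -70%; inconclusive = maximum activity change from -70% to -50%; inactive = maximum activity change above -50%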;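 also: thallium influx rate constant from kinetic fluorescence after stimulation buffer; % is scaled to controls: 0 for no effect and ±100 for the full control effect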
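Measured as rate of thallium-driven FluxOr signal in transduced U2OS cells carrying the 3.1 channel, read kinetically for 2 min upon stimulation; values are rate constants scaled to DMSO control wells.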
B2AR arrestin: agonists driving beta-arrestin recruitment to human beta2-adrenergic receptor | 330,000 tested, 0.02% active | AID 492947 | beta-arrestin recruitment to beta2AR, cell-based reporter | Potency, µM (top dose mostly 46.1 µM), without a hit: at the highest dose activation, usual class: activators;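 also: potency is read from the fitted curve at half-maximal effect; 0% = DMSO controls and full agonism = EC100 isoproterenol or metaproterenol; nearly all actives have a fitted effect of over 65% in size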
GALK inhibitor: inhibitors of human galactokinase | Potency, µM (series often up to 57.5 µM), for the others: at the top dose activity change, negative = inhibition, hits mostly inhibitors | 270,000 tested, 0.007% active | Purified GALK, Kinase-Glo residual ATP luminescence; also: potency is read from the fitted curve at half-maximal effect; % is scaled to controls: 0 for no effect and ±100 for the full control effect
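5 nM enzyme, 35 uM ATP, 100 uM galactose, 20 mM HEPES pH8.0, 5 mM MgCl2; 1 h RT; residual ATP by Kinase-Glo Plus luminescence, qHTS format.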
Coupling enz: counter-screen for Giardia aldolase inhibitors: coupling enzyme system | coupling enzyme system counterscreen, AmpLite Red fluorescence | activity change, negative = inhibition, % at 58.2 µM, hits read low | 290,000 tested, 0.67% active; in the data active = activity change below about -30%; also: % is scaled to controls: 0 for no effect and ±100 for the full control effect
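Activity here indicates interference with the coupling reaction, not aldolase inhibition. Compounds at 57.5 uM final met coupling enzymes for 10 min at RT; substrate and AmpLite Red detection followed, with a 525/598 nm fluorescence read after 20 min.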
KCNH2 WT inh: blocks the wildtype human KCNH2 potassium channel; activity change, % at 1.84 µM; 340,000 tested, 0.37% active; U2OS, BacMam KCNH2, thallium flux FluxOr; active compounds read low;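 active = maximum activity change below -70%; inconclusive = maximum activity change between -70% and -50%; inactive = maximum activity change above -50%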; also: % is scaled to controls: 0 for no effect and ±100 for the full control effect
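U2OS cells transduced with wild-type KCNH2 virus are loaded with FluxOr dye for 45 min, and thallium flux is measured in kinetic reads before and after stimulation buffer. Rate constants are normalized to DMSO controls.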
PKM2 activator: activators of human pyruvate kinase M2; P14618; purified PKM2, Kinase-Glo ATP luminescence, activation; response scale: 0% is enzyme alone, no compound; Potency, µM (top dose mostly 57.5 µM), for the others: at the top dose activation, hits mostly activators; 260,000 tested, 0.34% active; AID 1631; also: potency is read from the fitted curve at half-maximal effect; % is scaled to controls: 0 for no effect and ±100 for the full control effect; nearly all actives have a fitted effect of over 55% in size
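hPK-M2, >95% pure; 0.1 mM ADP / 0.5 mM PEP final; imidazole pH7.2 buffer w/ 7 mM MgCl2, 50 mM KCl; 1 h RT; Kinase-Glo lum. Intermediate enzyme activity for dual inhibitor/activator qHTS.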
Starred values were filed as active, the others as inactive; i = inactive; ? = inconclusive; · = no result given; [ ] = another dose, or the depositor's remark. Unless noted, calls follow the shape of the dose curve; as a rule, active = well fitted curve in the direction sought with a large enough effect; inconclusive = small, poorly fitted or top-dose-only effect, or another doubt; inactive = no such curve, though single readings can be large; an effect the other way counts as inactive or inconclusive. This is a subset; the hit share may differ from the screen's.

SMILES	TRPV1 agonist	Giardia killer	Menin MLL FP TR	CXXC DNA block	USP2a block	KCNH2 3.1 inh	B2AR arrestin	GALK inhibitor	Coupling enz	KCNH2 WT inh	PKM2 activator
O=S(=O)(c1ccc(SCCOc2ccccc2Cl)nc1)N1CCCC1	10	-5	·	·	-2%	-9	0.3%	·	·	16	·
COC(=O)c1ccccc1NC(=O)c1cccs1	1	8	-2%	2%	0%	-3	-1.3%	-3%	-3	-10	-12%
CC(C)n1c(NCc2c[nH]c3ccccc23)nc2ccccc21	9	1	0%	10%	3%	-31	0.3%	-4%	1	-4	11%
CC(C)OC(=O)NCCOC(=O)Nc1ccc(Cl)cc1	20	2	-2%	-6%	2%	-4	0.7%	3%	1	·	1%
CCOC(=O)Cn1nc(NC(=O)c2ccc(C(=O)OC)cc2)cc1C	-9	8	-7%	-6%	-1%	-7	2.9%	0%	2	-7	0%
CCOC(=O)[C@@H]1[C@H]2COc3ccccc3[C@@H]2N2C(=O)N(c3ccccc3)C(=O)[C@@]12C	2	-24	-1%	-6%	1%	14	0.4%	·	0	0	0%
CCOc1ccc(NC(=O)CN(C)S(=O)(=O)c2ccc(-c3ccc(=O)[nH]n3)s2)cc1	2	-18	·	28%	-1%	3	-0.2%	2%	·	7	·
COc1cc(S(=O)(=O)N2CCN(c3ccccc3F)CC2)ccc1Cl	19	-7	-11%	7%	0%	4	-0.2%	2%	-3	0	-2%
COCCN(Cc1ccccc1)C(=O)c1cc(S(=O)(=O)N2CCCCCC2)ccc1OC	11	-3	·	·	1%	-2	0.1%	·	·	-26	·
COc1ccc(N[C@@H]2CCN3C(=O)c4ccccc4[C@@H]3C[C@H]2O)cc1	·	-21	·	·	-2%	0	-0.8%	·	·	-2	·
CCSc1nc(N)nc(-c2cccs2)c1C#N	-1	22	?	5%	-1%	-6	0.0%	0%	3	2	-14%
COc1ccc(NC(=O)c2cc(-c3ccc(C)c(C)c3O)n[nH]2)cc1Cl	22	-6	?	12%	4%	-1	-1.0%	·	-1	-4	·
COCCn1c(SCCOc2ccccc2)nc2ccccc2c1=O	-3	-7	-25%	-4%	-12%	-15	0.2%	2%	-1	-5	0%
COc1ccccc1NC(=O)c1sc2ncn(Cc3ccccc3C)c(=O)c2c1C	·	10	·	1%	0%	-9	0.2%	-2%	-1	-2	-4%
Fc1cccc(Cc2noc(CN3CCCN(C4Cc5ccccc5C4)CC3)n2)c1	-3	12	?	-11%	13%	-91*	3.0%	1%	-5	-136*	15%
CCOc1ccc(S(=O)(=O)NC2CCCC2)cc1	2	1	·	3%	0%	-19	-0.5%	-5%	·	0	6%
Cc1cccnc1NC(=O)Nc1ccc(Cl)cc1	2	-4	11%	-1%	1%	2	-0.6%	2%	3	-14	-1%
Cc1cc(-c2ccc(C(C)C)c(S(=O)(=O)NCCN3CCC(C)CC3)c2)on1	-1	0	-14%	-9%	-1%	-2	0.0%	-1%	3	-23	1%[0.46 µM]
COc1cc(-c2nc(S(=O)(=O)c3ccccc3)c(N3CCOCC3)o2)cc(OC)c1OC	3	-17	7%	1%	1%	-12	0.0%	-1%	1	0	-2%
Cc1cccc(NC(=O)CSCC(=O)Nc2ccccc2N2CCCC2)c1	4	2	·	0%	1%	-7	-0.9%	7%	·	-8	-3%
CC(=O)c1c(C)[nH]c(C(=O)CSc2nnc(-c3ccccc3)o2)c1C	1	3	12%	-14%	-1%	4	-0.7%	0%	1	-2	0%
CCc1cc(C(=O)c2ccccc2)c(N)s1	12	17	0%	1%	0%	9	5.7%	-7%	0	37	-2%[11.5 µM]
CN(C)S(=O)(=O)c1ccc(C(=O)Nc2nnc(-c3ccc4c(c3)CCCC4)o2)cc1	-3	-3	?	2%	-1%	2	-0.4%	-2%	4	-10	4%
O=C(Nc1ccc(Br)cc1)C1CCCN(S(=O)(=O)c2cccnc2)C1 (stereo not given)	23	22	17%	-2%	2%	9	-0.1%	1%	-3	7	5%
COc1ccc(CNC(=O)C[C@H]2C[C@H](C(=O)N3CCCCC3)[C@@]3(C)c4[nH]c5cc(CCC(=O)N(C)C)ccc5c4CCN3C2=O)cc1OC	·	-2	·	·	8%	-2	0.4%	·	·	-3	·
COc1ccc(-n2nc3c(N4CCC(C(=O)N5CCCCCC5)CC4)nnc(C)c3c2C)cc1	4	-8	?	9%	-2%	-5	-0.1%	-3%	0	27	·
Cn1nc(C(=O)Nc2cccc(C(F)(F)F)c2)c2ccccc2c1=O	6	13	35%[activator]	2%	-1%	-1	0.3%	0%	0	2	-1%
O=S(=O)(NCc1cc(-c2ccccc2)no1)c1ccccc1Cl	7	14	5%	7%	2%	-5	-0.3%	-1%	0	14	2%
COc1ccc(CN2CCNC(=O)C2CC(=O)N(C)CC2CCOCC2)c(F)c1 (stereo not given)	-4	6	·	?	0%	·	-1.4%	8%	·	11	-6%
Cc1c(Cl)cccc1NC(=O)CNC(=O)Cc1c[nH]c2ccccc12	3	14	·	·	0%	-4	-0.5%	·	·	-6	·
CC[N+](CC)(CC)CC(=O)Nc1ccc(SC(F)F)cc1	-2	18	11%	5%	7%	2	-0.8%	-2%	1	-5	-2%
O=C(O)CSc1nnc(C2COc3ccccc3O2)n1-c1ccccc1 (stereo not given)	-4	-2	-1%	1%	3%	-2	-0.1%	3%	17	-7	24%
Cc1cccc(OCCNc2cc(N3CCN(CCO)CC3)ccc2[N+](=O)[O-])c1	0	6	18%	-2%	-8%	-40	-0.6%	0%	0	-1	-10%
Cc1cc(C(=O)OCC(=O)NCc2ccc(Cl)cc2)c(C)o1	?	-1	-8%	-3%	2%	-3	0.0%	0%	4	-3	-4%
NC(=O)C(c1ccccc1)C1CCCCC1 (stereo not given)	1	32[activator]	-20%	0%	1%	-16	-0.1%	-1%	0	11	1%
CCn1c(=O)cc(OCC(=O)O)c2ccccc21	-1	6	-11%	3%	1%	-20	-1.8%	-2%	1	-10	?
Cc1ccc(C(=O)NCC(=O)NCC(=O)OCc2ccc(Cl)cc2)cc1	7	1	-7%	1%	0%	1	0.1%	-2%	-9	13	-5%
O=C(O)CCCCCN1C(=O)C(O)=C(C(=O)/C=C/c2ccccc2)C1c1ccccc1[N+](=O)[O-] (stereo not given)	1	-18	10%	-11%	1%	4	1.0%	0%	-12	-5	-5%
CCN=C1SC(CC(=O)NC(C)c2ccccc2)C(=O)N1CC (stereo not given)	3	11	-18%	-14%	-2%	-1	0.3%	1%	0	i	-19%
COc1ccc(C2c3ccc(O)cc3Oc3ncn(CCCO)c(=N)c32)cc1OC (stereo not given)	-3	?	·	6%	-1%	-8	-0.4%	1%	5	-8	6%
COc1ccc(C2C(C#N)=C(N)OC3=C2C(=O)CCC3)cc1Cn1nc(C)c([N+](=O)[O-])c1C (stereo not given)	-2	-20	21%	3%	0%	-2	0.0%	0%	-4	1	3%
O=C(NC12CC3CC(CC(C3)C1)C2)c1c(Cl)cccc1Cl	7	0	0%	21%	0%	11	-0.2%	-4%	1	-1	0%
COc1cc(C(=O)NCC(=O)N/N=C(\C)Cc2ccccc2)cc(OC)c1OC	-4	-3	1%	-3%	5%	18	0.1%	-1%	-5	7	2%[0.46 µM]
Cc1cc(NC(=O)Cc2c(F)cccc2Cl)no1	0	-11	9%	-3%	-2%	-13	3.1%	0%	3	-24	-2%
COc1ccc(-n2c(SCC(=O)N3CCC(C(=O)O)CC3)nc3ccccc3c2=O)cc1OC	-2	31[activator]	4%	8%	-1%	-6	0.1%	8%	1	11	-1%
CCOC(=O)N1CCN(S(=O)(=O)c2ccc(C(=O)Nc3sc4c(c3C#N)CC(C)(C)NC4(C)C)cc2)CC1	0	2	·	3%	1%	-7	1.0%	3%	·	-3	-1%
Nc1nnc(SCC(=O)NC2CCCCC2)s1	0	4	-1%	-7%	3%	2	0.2%	-1%	-2	-12	2%
CNC(=O)C(=O)Nc1nc(C23CC4CC(CC(C4)C2)C3)cs1	16	4	-12%	-7%	0%	-2	-0.3%	-1%	-2	5	-2%
CC1S/C(=C(\C#N)C(=O)NCc2ccco2)N(c2ccc(F)cc2)C1=O (stereo not given)	2	-10	10%	-2%	6%	5	-0.9%	0%	0	5	8%
